# Screens: PubChem, National Center for Advancing Translational Sciences (NCATS)
# BAZ2B inh: blocks human BAZ2B; Q9UIF8; AlphaScreen BAZ2B-H3K14Ac peptide displacement; Potency, µM (doses to about 114 µM), for inactives: at the highest dose activity change, negative = inhibition, actives largely listed as inhibitors; 360,000 compounds, 4.4% hits; AID 504333; further: potency means the concentration at half of the fitted maximal effect; on the % scale 0 is the no-effect control and ±100 the full control effect; nearly all actives have a fitted effect of over 60% in size
#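 Compounds, titrated to a top concentration of 110 uM, were incubated 30 min at room temperature with preformed BAZ2B/acetyl-K14 H3 peptide complex (50 nM each). Proximity signal was measured by AlphaScreen after 20 min with beads.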
# ERG Ets-DNA blk: blocks human ERG Ets domain binding to DNA. P11308. fluorescence polarization, His-ERG Ets domain / labelled DNA. Potency, µM (top dose mostly 76.9 µM), for the others: top-dose FP activity, negative = inhibition, most hits filed as inhibitors. 370,000 compounds, 0.028% hits; active means well fitted inhibition curve with a large enough effect in the polarisation, with a control signal flat; inconclusive means small, poorly fitted or top-dose-only effect, or effect the other way, or a change in a side signal; inactive means no such curve, though single readings can be large or run the other way; the % refers to the polarisation;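 further: polarization taken with two DNA probes labelled with fluorescein and Texas red; potency means the concentration at half of the fitted maximal effect; % of control where 0% means no effect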
# Target sequence (P11308 whole entry, looked up, the tested form may be a part): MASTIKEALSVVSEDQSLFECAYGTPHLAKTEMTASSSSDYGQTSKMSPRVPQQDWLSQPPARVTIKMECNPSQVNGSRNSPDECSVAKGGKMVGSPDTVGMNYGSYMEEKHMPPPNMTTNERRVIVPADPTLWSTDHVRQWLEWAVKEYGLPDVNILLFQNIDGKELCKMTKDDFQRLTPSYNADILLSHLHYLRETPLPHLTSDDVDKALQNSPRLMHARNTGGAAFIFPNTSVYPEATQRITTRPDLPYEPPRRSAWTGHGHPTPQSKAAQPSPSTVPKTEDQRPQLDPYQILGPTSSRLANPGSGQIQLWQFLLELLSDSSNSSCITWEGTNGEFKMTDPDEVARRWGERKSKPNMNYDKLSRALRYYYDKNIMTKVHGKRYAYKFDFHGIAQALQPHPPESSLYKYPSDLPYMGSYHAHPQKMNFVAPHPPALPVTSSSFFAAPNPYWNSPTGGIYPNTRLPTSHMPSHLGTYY
#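 His-tagged ERG Ets domain (1 uM in the protein solution; 300mM KCl, 50mM Tris-HCl, 1mM EDTA, 1mM DTT, pH 7.5) received compound, then a probe mix of 5 nM fluorescein-DNA and 100nM Texas-615-DNA. Fluorescence polarization was read for both dyes.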
# JMJD2A Tudor: inhibitors of human JMJD2A Tudor domain. AlphaScreen JMJD2A-Tudor / H3K4me3 peptide binding. AID 504339. O75164. Potency, µM (series often up to 114 µM), for the others: top-dose activity change, negative = inhibition, most hits filed as inhibitors. 390,000 compounds, 4.4% hits; further: potency means the concentration at half of the fitted maximal effect; on the % scale 0 is the no-effect control and ±100 the full control effect; nearly all actives have a fitted effect of over 50% in size
# HP1b binding inh: HP1-beta chromodomain-methylated histone interaction inhibition; Potency, µM (series often up to 114 µM), for inactives: top-dose activity change, negative = inhibition, hits mostly inhibitors; P83916; 390,000 compounds, 0.56% hits; AlphaScreen HP1-beta / biotin-H3K9me3 peptide binding; further: potency means the concentration at half of the fitted maximal effect; nearly all actives have a fitted effect of over 70% in size; inactives centre near 23
# Target sequence (P83916 whole entry, looked up): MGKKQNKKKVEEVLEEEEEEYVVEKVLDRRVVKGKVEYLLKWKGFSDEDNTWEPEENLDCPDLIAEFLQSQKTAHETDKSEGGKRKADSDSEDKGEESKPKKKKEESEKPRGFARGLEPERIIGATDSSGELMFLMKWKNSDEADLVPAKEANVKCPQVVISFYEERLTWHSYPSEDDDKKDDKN
#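 Compound inhibition of the preformed complex between 50 nM HP1-beta and 50 nM biotinylated H3K9me3 peptide was read by AlphaScreen. Buffer was PBS pH 7.4 with 0.01% Tween-20. Incubations ran 30 min at room temperature, with 10 ug/mL donor/acceptor beads.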
# ALOX12 inh: ALOX12 (human) lipoxygenase inhibition. purified 12hLO, xylenol orange hydroperoxide absorbance. Potency, µM (titrated, usually from 108 µM), for inactives: top-dose activity change, negative = inhibition, usual class: inhibitors. 580,000 compounds, 1.1% hits. AID 1671190; further: potency means the concentration at half of the fitted maximal effect; on the % scale 0 is the no-effect control and ±100 the full control effect
#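 Purified human 12hLO (150 nM final) in 25 mM Hepes, 0.01% Triton X-100, pH 7.0 was preincubated 15 min at room temperature with compound. Then 40 uM arachidonic acid was added, 30 min. Hydroperoxide was read by Fe-XO absorbance ratio 573/405 nm.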
# RGS4 inhibitor: inhibitors of human regulator of G protein signaling 4. AID 504845. P49798. 390,000 compounds, 0.039% hits. Transcreener GDP fluorescence polarization, RGS4-accelerated GTP hydrolysis. Potency, µM (doses to about 114 µM), for the others: at the highest dose activity change, negative = inhibition, most hits filed as inhibitors; further: potency means the concentration at half of the fitted maximal effect; on the % scale 0 is the no-effect control and ±100 the full control effect; nearly all actives have a fitted effect of over 75% in size; some results filed as inactive show a strong effect at the top dose
#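 MLSMR compounds (23 nl, pin-transferred) preincubated 10 min at room temperature with a 500nM (2x) first reagent, then RGS4 at 900nM (2x) plus Transcreener GDP mix added; fluorescence polarization (620/688 nm) read before and after 90 min at 30 °C.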
# PI4K2A block: inhibitors of human PI4K2A; Q9BTU6; purified PI4K2A, ADP-Glo luminescence, 1 h; stronger effect = lower value; activity change, negative = inhibition, % at 76.9 µM; 420,000 compounds, 0.13% hits; in the data active means activity change below about -50%; inconclusive means mostly about -30% to -49%;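 further: -100% = wells without enzyme as full effect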
#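 Compounds are screened against recombinant PI4K2A using PI as substrate and ATP, the latter dispensed at 300 microM. Reactions run one hour at ambient temperature before ADP-Glo detection; full inhibition defined by wells lacking enzyme.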
# GLS inhibitor: blocks human kidney-isoform glutaminase activity; GLS enzymatic activity, qHTS titration; Potency, µM (titrated, usually from 45.5 µM), without a hit: top-dose activity change, negative = inhibition, hits mostly inhibitors; 410,000 compounds, 0.21% hits; further: potency means the concentration at half of the fitted maximal effect; on the % scale 0 is the no-effect control and ±100 the full control effect
#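 Enzyme dispensed in phosphate buffer (45 mM, pH 8.2, 0.02% Tween-20), compounds pinned in, then 1 mM L-glutamine solution and the glutamate oxidase–HRP–Amplex Red mix added; fluorescence read immediately and again after 30 min at room temperature.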
# G9a block: G9a (human) methyltransferase inhibition. Potency, µM (highest dose often 102 µM), for inactives: top-dose activity, negative = inhibition, usual class: inhibitors. 350,000 compounds, 8.8% hits. G9a H3K9 monomethylation, AlphaScreen, 2 h. Q96KQ7; further: potency means the concentration at half of the fitted maximal effect; on the % scale 0 is the no-effect control and ±100 the full control effect; nearly all actives have a fitted effect of over 75% in size
# Target sequence (Q96KQ7 913-1193 limits assumed): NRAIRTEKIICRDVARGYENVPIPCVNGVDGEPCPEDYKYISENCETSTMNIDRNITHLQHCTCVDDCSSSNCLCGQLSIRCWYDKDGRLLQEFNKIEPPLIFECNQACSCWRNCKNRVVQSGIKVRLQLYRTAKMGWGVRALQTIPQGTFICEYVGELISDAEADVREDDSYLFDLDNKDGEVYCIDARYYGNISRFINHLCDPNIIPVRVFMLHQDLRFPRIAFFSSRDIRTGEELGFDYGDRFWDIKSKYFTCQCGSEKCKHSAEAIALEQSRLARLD
#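 Methyltransferase reactions run at room temperature for 2 h (20 nM enzyme, 500 nM biotin-H3K9 peptide, 20 uM SAM) after a 15 min compound preincubation; product detected by AlphaScreen beads and anti-H3K9me1 antibody.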
# Active calls of the source: *; ? = inconclusive; / = no result given; & = joins results of further samples; [ ] = another dose, or the depositor's remark. Unless noted, the call rests on the fitted dose curve; in most records, active means well fitted curve in the direction sought with a large enough effect; inconclusive means small, poorly fitted or top-dose-only effect, or another doubt; inactive means no such curve, though single readings can be large; an effect the other way counts as inactive or inconclusive. The list is partial; the hit share may differ from the screen's.
PI4K2A block	GLS inhibitor	HP1b binding inh	BAZ2B inh	ERG Ets-DNA blk	ALOX12 inh	G9a block	JMJD2A Tudor	RGS4 inhibitor	canonical_smiles
-9.9	23.1%	32.5%&17.7%	10.2%	-6.3%	17.6%	-6.1%[59 µM]	-14.4%&-7.8%	-18.6%&11.3%	NC(=O)c1nsc(C(=O)N(CC(=O)NCc2ccc3c(c2)OCO3)C2CCCCC2)c1N
6.4	-4.0%	33.9%	11.5%	7.9%	4.9%	1.2%[12.7 µM]	-13.4%	34.1%	Cc1ccc(-c2nn(-c3ccc(F)cc3)cc2C(=O)N2CCN(C3CCS(=O)(=O)C3)CC2)cc1 (stereo unspecified)
6.6	-8.9%	13.3%	?	-5.9%	-24.8%	/	?	-12.1%	Cc1ccc(C)c(N2CCN(S(=O)(=O)c3ccc4c(c3)NC(=O)CS4)CC2)c1
-5.3	0.1%	16.1%	-11.1%	2.4%	-6.0%	-5.1%[59 µM]	-25.2%	-11.6%	O=C(c1ccc2c(c1)OCO2)N1CCC2(CC1)Oc1ccc(F)cc1C(=O)C21CC(c2ccc(Cl)cc2)=NO1 (stereo unspecified)
3.2	1.2%	28.4%	6.6%	-1.3%	-5.8%	-1.7%[59 µM]	-14.7%	-4.1%	COC(=O)c1cc(-c2c(C)oc3cc(O)ccc3c2=O)c(C)o1
10.5	3.5%	31.1%	-38.8%	7.1%	10.8%	/	-4.3%	19.4%	CCc1ccc2c(c1)C(=O)C(=O)N2CCS(=O)(=O)c1ccccc1
-1.6	6.0%	12.7%	-33.6%	-1.7%	1.1%	4.6%[12.7 µM]	-23.5%	3.8%	CCc1ccc(CN2CCc3nc(Nc4ccccc4)ncc3C2)cc1
5.2	35.2%[activator]	16.3%	-0.8%	-3.9%	0.0%	44.7µM*	28.2µM*	-0.1%	N#CC1=C(N)Oc2c(oc(CO)cc2=O)C1c1cccs1 (stereo unspecified)
-7.3	0.1%	25.3%	-32.6%	12.4%	-13.9%	?	-3.4%	17.3%	Cc1ccc(C(=O)N/C(=C/c2cccnc2)C(=O)O)cc1
-1.1	3.3%	43.8%[activator]	/	-1.4%	-5.1%	31.7%[59 µM]	-5.0%	21.6%	Cc1cc2oc(=O)cc(-c3ccccc3)c2c(C)c1-c1ccc(C(F)(F)F)cc1
-2.7	-0.2%	31.2%	-18.2%	0.8%	-2.7%	18.5%	-10.3%	-25.2%	CC(=O)c1ccc(OCc2cc(C(=O)N3CC4C[C@@H]5CC3C[C@H](C4)C5)no2)cc1
2.3	4.4%	18.2%	5.9%	-2.1%	0.0%	/	-7.5%	15.4%	Cc1ccc(C(=O)N2CCC(C)CC2)cc1S(=O)(=O)N1CCCCC1
-0.8	-5.3%	47.1%[activator]	1.4%	-3.6%	-8.2%	6.8%[59 µM]	3.0%	8.1%	CCC(Sc1nc2n[nH]c(C)c2c(=N)n1-c1cc(Cl)ccc1C)C(=O)N1CCOCC1 (stereo unspecified)
1.2	-4.9%	4.7%	-11.7%	-4.7%	-6.8%	5.3%[59 µM]	-18.4%	23.6%	COc1ccc(C(=O)NCC(c2cccnc2)N2CCN(c3ccccc3F)CC2)cc1OC (stereo unspecified)
-8.2	7.2%	25.7%	9.8%	-1.9%	-22.3%	18.0%[12.7 µM]	-25.2%	19.7%	CN(C)CC(C)(C)CNS(=O)(=O)CC12CCC(CC1=O)C2(C)C (stereo unspecified)
4.6	4.2%	9.1%	-7.9%	3.0%	-18.4%	?	-27.7%	3.5%	COc1ccccc1-n1c(=O)[nH]c2c(C(N)=O)nc(C3CCCCC3)nc21
-5.4	35.8%[activator]	-15.8%	?	6.9%	?	8.91µM*	-28.5%	?	Cc1c(Cl)cccc1NC(=S)Nn1cnnc1
-2.4	7.9%	-3.8%	-15.5%	-9.8%	6.2%	9.8%[59 µM]	-33.4%	-24.0%	O=C(CSc1nnc(-c2n[nH]c3ccccc23)n1-c1ccccc1)Nc1ccccc1Cl
-2.8	6.7%	24.4%	-10.0%	12.1%	-13.0%	/	-7.4%	-10.6%	CCc1c(C)sc(NC(=O)c2ccco2)c1C#N
4.8	5.0%	42.9%[activator]	/	3.8%	-14.5%	?	-3.5%	14.2%	Cc1cccc(NC(=O)CS(=O)(=O)c2cn(CC(=O)N3CCOCC3)c3ccccc23)c1
6.0	27.9%	31.1%	-29.0%	-10.2%	0.0%	9.3%	-21.8%	-4.8%	COc1ccc(NC(=S)NC2CC3CCC2C3)c(OC)c1 (stereo unspecified)
0.7	-5.5%	?	-28.8%	-7.2%	11.1%	-12.7%[59 µM]	-20.6%[57.1 µM]	?	Cc1ccccc1OCC(=O)N/N=C1\SCC(=O)N1Cc1ccccc1
-0.1	8.7%	8.5%	-10.7%	-4.9%	-3.0%	7.2%	-18.0%	8.5%	COc1ccc(NC(=O)c2sc3nc(C)nc(N4CCN(c5ccccn5)CC4)c3c2C)c(OC)c1
-2.6	23.9%	42.4%[activator]	-3.8%	-3.8%	2.7%	6.7%[59 µM]	-1.7%	-14.6%	COc1cc(/C=C(\C#N)C(=O)N2CCCCC2)ccc1O
-0.1	-0.7%	4.6%	-17.9%	-2.4%	/	?	-5.3%	-48.7%	O=C(Nc1ccc(Cl)cc1)NC1CCCC1Cc1ccco1 (stereo unspecified)
6.1	11.2%	20.4%	-22.9%	0.7%	-23.2%	0.0%	-10.8%	-13.9%	COc1ccccc1NC(=O)N1CCCC1C(=O)Nc1ccc(NC(C)=O)cc1 (stereo unspecified)
5.6	-6.5%	6.3%	-35.4%	-4.8%	5.5%	?	-23.3%[11.4 µM]	11.2%[11.4 µM]	COc1ccc(C(=O)/C=C/c2cccs2)c(OC(=O)c2cccc([N+](=O)[O-])c2)c1
-4.4	-14.2%	28.7%	10.3%	-0.7%	13.9%	-8.5%[59 µM]	-19.2%	11.3%	CCCCC(=O)Nc1ccc(C(=O)Nc2nnc(COC)s2)cc1
-2.6	3.3%	37.0%	9.6%	-15.2%	-0.8%	19.0%	0.4%	-19.4%	COC(CNC(=O)c1ccc2c(=O)n(Cc3ccc(Cl)cc3)c(=S)[nH]c2c1)OC
1.7	-2.8%	9.0%	-3.2%	5.8%	0.0%	-7.7%[12.7 µM]	-22.5%	-24.3%	CC(C)(C)NC(=O)CSc1nnnn1C(C)(C)C
5.6	3.1%	0.8%	-4.0%	3.5%	-23.3%	-1.2%[59 µM]	?	-5.3%	Cc1nc2c(C(=O)NCCc3ccccc3)c[nH]n2c(=O)c1Cc1ccc(F)cc1Cl
0.6	1.9%	9.9%	-11.5%	0.0%	0.0%[57.4 µM]	-40.1%[2.33 µM]	-8.8%	-9.1%	CCOC(=O)Cn1c(=N)n(CCOc2ccc3ccccc3c2)c2ccccc21
-9.5	4.7%	18.5%	-27.3%	-3.7%	13.9%	21.0%	-12.3%	-0.9%	CCn1ncc(/C=C/C(=O)NCc2cn(C)nc2C)c1C
3.4	5.7%	9.3%	-7.3%	4.8%	-1.3%	19.3%	-10.9%	-5.3%	NS(=O)(=O)c1ccc(NC(=O)COc2cccc3ccccc23)cc1
4.6	19.8%	202.1%[activator]	93.7%[activator]	-10.2%	10.9%	289.5%[activator]	157.9%[activator]	17.5%	CCOc1ccccc1Nc1cc(C)c2cccc(C)c2n1
0.8	-1.2%	25.2%	-11.2%	0.8%	-17.5%	-26.3%[59 µM]	-13.2%	11.4%	COCC(C)NC(=O)C1=CC(c2ccc3c(c2)OCO3)=NS(=O)(=O)N1C (stereo unspecified)
2.3	0.0%	?	-24.1%	-3.9%	?	29.9%[59 µM]	-26.3%[11.4 µM]	?	O=C(COC(=O)c1ccc(S(=O)(=O)N2CCCC2)cc1)Nc1ccc(N2CCOCC2)cc1
-5.2	-2.6%	19.3%	2.2%	-8.8%	8.1%	17.2%	-0.7%	-11.8%	O=C(COc1nc2ccccc2nc1N1CCOCC1)N1CCc2ccccc21
-18.3	-2.8%	56.7%[activator]	3.9%	-2.4%	?	?	3.1%	8.1%	CC(=O)c1ccc(NC(=O)C2CCCN(S(=O)(=O)c3ccc(Br)s3)C2)cc1 (stereo unspecified)
2.4	4.1%	19.0%	/	-12.0%	-5.9%	/	-14.6%	-0.9%	O=C(O)c1cc([N+](=O)[O-])ccc1Oc1ccccc1
-0.7	-19.7%	-2.0%	?	5.1%	-13.1%	-34.2%	?	-6.9%	Cc1cc(C(=O)COC(=O)C(C)NC(N)=O)c(C)n1Cc1ccco1 (stereo unspecified)
-10.3	6.0%	45.5%[activator]	-1.8%	-2.6%	429.4%[activator]	-3.4%	1.0%	10.8%	CCN(CC)C(=O)CSc1ncnc2c1nnn2-c1ccc(F)cc1
4.0	0.9%	38.7%	/	18.6%	408.1%[activator]	/	2.3%	-19.4%	CCN(C(=O)CSc1cccc[n+]1[O-])c1ccccc1
